Screens deposited in PubChem by several laboratories.
Platelet DG rel – platelet dense granule release activity | AID 1663 | human platelet-rich plasma, SFLLRN dense granule ATP release, luminescence | inhibition, %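 (compounds screened at 7.5 µM in platelet-rich plasma)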 | 300,000 compounds, 0.22% hits;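 active = mean replicate score, as percent of positive control, at or above 50; inconclusive = mean below 50 but at least one replicate at or above 50; inactive = mean and every replicate below 50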
GSK3A inh – human GSK-3 alpha kinase inhibition | P49840 | ADP-Glo luminescence, 60 min | inhibition, % at 10 µM | 320,000 compounds, 0.1% hits;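 in the data active = inhibition above about 50%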;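 note: GST-tagged GSK-3 alpha with peptide substrate and 25 µM ATP; 0% = DMSO neutral wells and 100% = GW8510 positive control wells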
Target sequence (P49840 whole entry, looked up): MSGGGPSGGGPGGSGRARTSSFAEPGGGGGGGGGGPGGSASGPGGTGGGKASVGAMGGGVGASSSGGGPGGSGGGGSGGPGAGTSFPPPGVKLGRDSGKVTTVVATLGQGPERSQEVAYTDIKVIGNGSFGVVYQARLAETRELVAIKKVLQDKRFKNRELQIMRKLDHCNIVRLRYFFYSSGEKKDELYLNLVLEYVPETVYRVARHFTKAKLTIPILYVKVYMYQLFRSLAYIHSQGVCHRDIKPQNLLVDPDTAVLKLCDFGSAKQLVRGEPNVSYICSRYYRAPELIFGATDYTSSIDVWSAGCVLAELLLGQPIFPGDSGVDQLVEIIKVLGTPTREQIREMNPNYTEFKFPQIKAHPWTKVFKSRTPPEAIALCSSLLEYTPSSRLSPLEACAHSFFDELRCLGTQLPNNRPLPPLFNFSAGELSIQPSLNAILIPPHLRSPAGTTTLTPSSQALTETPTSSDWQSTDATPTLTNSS
IEC-6 cytotox – IEC-6 cytotoxicity, counter-screen for KLF5 inhibitors; AID 1825; 290,000 compounds, 0.78% hits; luminescence viability; inhibition, % at 5 µM; in the data active = inhibition above about 22%;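 note: 0% = plate median of test compound wells and 100% = cytotoxic reference compound wells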
HSF1 activator – increases HSF-1 driven luciferase reporter signal. NIH3T3-HGL HSF-1 luciferase reporter, MG132, 8 h; 100% = twice DMSO control signal. activation, % at 9 µM. 300,000 compounds, 1.7% hits;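 active = mean replicate activation of at least 50% with a set share of replicates each reaching 50%; inconclusive = only one of those two conditions met; inactive = mean below 50% and too few replicates reaching it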;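 note: 0% = median of the neutral control wells and 100% = twice that signal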
Dyrk1A ADPGlo – blocks rat Dyrk1A kinase activity; ADP-Glo luminescence, NFATc1 peptide; 310,000 compounds, 0.43% hits; AID 504441; inhibition, % at 12.5 µM; Q63470; in the data active = inhibition above about 50%;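 note: plate controls were vehicle with enzyme for no effect and no enzyme for full effect; many of its hits are not listed in these tables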
KLF5 inhibitor – kruppel-like factor 5 inhibition | DLD-1 KLF5 promoter-luciferase reporter, luminescence | inhibition, % at 5 µM | 290,000 compounds, 0.23% hits;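 active = inhibition above a per-plate limit of that plate's mean compound inhibition plus 3 SD, cut at about 60% in these data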;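 note: 0% = DMSO wells and 100% = LY294002 at 200 µM; higher means less KLF5 promoter-driven luciferase light; inactives centre near -14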
HSP90 inh – blocks HSP90-mediated luciferase refolding in reticulocyte lysate; Rabbit reticulocyte lysate, luciferase refolding luminescence, 3 h; inhibition, % at 5.6 µM; 290,000 compounds, 0.91% hits;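 active = inhibition above the screen-wide mean plus 3 SD, computed separately per campaign, cut at about 16% in these data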;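 note: 0% = DMSO wells and 100% = 60 µM geldanamycin wells; inhibitors lower the luminescence because luciferase stays unfolded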
aSyn 5UTR inh – 5' untranslated region of α-synuclein, MLPCN primary screen; alpha-synuclein 5'UTR reporter, inhibitor activity; 300,000 compounds, 0.82% hits; inhibition, % (tested at 7.5 µM); AID 1813; in the data active = inhibition above about 60%; inconclusive = no clear call, values can overlap the other calls;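 note: H4 neuroglioblastoma cells stably carrying SNCA 5'UTR luciferase fusion; 0% = DMSO wells and 100% = positive control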
GSK3B inh – inhibitors of human GSK3beta kinase. P49841. 300,000 compounds, 0.038% hits. GST-GSK3beta kinase, ADP-Glo luminescence, 60 min; hits give low values. activity score (negative = inhibition), % at 10 µM;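 active = more than half of replicate wells score below -50%, meaning over 50% inhibition versus plate controls; inconclusive = some replicates but at most half score below -50%; inactive = no replicate scores below -50%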;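 note: 0% = median DMSO wells and -100% = median GW8510 positive control wells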
Target sequence (P49841 whole entry, looked up): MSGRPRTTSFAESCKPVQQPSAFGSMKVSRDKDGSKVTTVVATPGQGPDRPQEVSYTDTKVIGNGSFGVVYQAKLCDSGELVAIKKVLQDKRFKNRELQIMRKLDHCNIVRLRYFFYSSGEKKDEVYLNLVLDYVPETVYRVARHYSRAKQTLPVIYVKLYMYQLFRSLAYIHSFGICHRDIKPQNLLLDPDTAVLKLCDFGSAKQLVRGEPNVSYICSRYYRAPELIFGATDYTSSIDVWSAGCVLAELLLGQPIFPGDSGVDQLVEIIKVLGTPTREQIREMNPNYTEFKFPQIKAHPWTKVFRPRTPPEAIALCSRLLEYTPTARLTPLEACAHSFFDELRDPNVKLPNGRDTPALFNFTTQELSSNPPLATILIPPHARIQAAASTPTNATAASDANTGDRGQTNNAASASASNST
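Test system: GST-tagged human GSK3beta kinase, cell-free; evaluation: activity score scaled between in-plate DMSO and GW8510 controls; measured by: ADP-Glo luminescence; incubation: 60 min reaction, RT; benchmarks: DMSO and 20 µM GW8510; reagent: peptide substrate plus 25 µM ATP (final); medium: Tris/MgCl2 kinase buffer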
HSF1 inh – HSF1 inhibition. activity change, negative = inhibition, % at 7.5 µM (by protocol). NIH3T3-HGL HSE-luciferase, MG132-induced, luminescence 8 h; hits give low values. 300,000 compounds, 0.77% hits;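 active = more than half of replicate wells show activity change below -50%, luminescence cut by over half; inconclusive = some wells, but at most half, below -50%; inactive = no replicate well below -50%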;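 note: luciferase reports HSF-1 transcriptional activity via heat shock element; 0% = median of DMSO wells and -100% = zero luminescence signal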
* marks the source's active call; other numbers are inactive results; ? = inconclusive; · = no result given; & = joins results of further samples. The list is partial; the hit share may differ from the screen's.

The first 4 entries, ahead of the listing:
1: O=C(Nc1ccccc1Cl)c1ccccc1Cc1ccccc1
2: Cc1[nH]nc2c1/C(=N\O)CC(C)(C)C2
3: O=C(Nc1ccccc1)N1CCN2C(=O)c3ccccc3C12c1ccccc1 (stereo unspecified)
4: CCOC(=O)N1CCN(S(=O)(=O)c2ccc(C(=O)Nc3sc4c(c3C(N)=O)CC(C)(C)NC4(C)C)cc2)CC1
Assay by compound	1	2	3	4
Platelet DG rel	-24	-12	-2	-5
GSK3A inh	0	-10	2	-1
IEC-6 cytotox	1	-6	1	8
HSF1 activator	-5	-5	8	-12
Dyrk1A ADPGlo	0	15	3	-1
KLF5 inhibitor	-19	-45	-7	-24
HSP90 inh	-2	-5	1	-1
aSyn 5UTR inh	14	-43	0	11
GSK3B inh	0	4	0	2
HSF1 inh	6	-1	-12	-5

Main list (from the top)
1: O=C(Nc1ccccc1Cl)c1ccccc1Cc1ccccc1
2: Cc1[nH]nc2c1/C(=N\O)CC(C)(C)C2
3: O=C(Nc1ccccc1)N1CCN2C(=O)c3ccccc3C12c1ccccc1 (stereo unspecified)
4: CCOC(=O)N1CCN(S(=O)(=O)c2ccc(C(=O)Nc3sc4c(c3C(N)=O)CC(C)(C)NC4(C)C)cc2)CC1
5: CC(OC(=O)CCCN=C1NS(=O)(=O)c2ccccc21)C(=O)Nc1ccc(F)c(F)c1F (stereo unspecified)
6: N#CCSc1nc2ccccc2c(=O)n1CCC(=O)NCCc1ccccc1
7: CCN(CC)CCSc1nnc2c3cc(F)ccc3n(Cc3ccccc3)c2n1
8: COc1ccc(C(=O)NCCNC(C)=O)cc1S(=O)(=O)NCc1ccc(Cl)cc1
Assay by compound	1	2	3	4	5	6	7	8
Platelet DG rel	-24	-12	-2	-5	3	-3	-11	-8
GSK3A inh	0	-10	2	-1	0	-4	-2	-2
IEC-6 cytotox	1	-6	1	8	·	-4	3	0
HSF1 activator	-5	-5	8	-12	-5	-21	-3	1
Dyrk1A ADPGlo	0	15	3	-1	11	0	2	-3
KLF5 inhibitor	-19	-45	-7	-24	·	-29	-20	-15
HSP90 inh	-2	-5	1	-1	·	0	1	-2
aSyn 5UTR inh	14	-43	0	11	3	-16	-3	13
GSK3B inh	0	4	0	2	0	1	-1	-6
HSF1 inh	6	-1	-12	-5	-1	-8	1	4

9: O=C1N2c3ccccc3CCc3cccc(c32)C1(O)C(F)(F)F (stereo unspecified)
10: COc1cccc(CSc2nnc(-c3ccncc3)n2N)c1
11: O=C(Nn1c(O)c(C=C2N=c3ccccc3=N2)sc1=S)c1ccccc1Cl
12: CCc1ccc(N=c2c([N+](=O)[O-])nn(-c3ccc4c(c3)OCCO4)n2O)cc1
13: Cc1cccc(NC(=O)C2C(c3ccccc3)C2(Cl)Cl)c1 (stereo unspecified)
14: COc1cccc(C2C(C#N)=C(N)Oc3cc(C)n(Cc4ccco4)c(=O)c32)c1 (stereo unspecified)
15: CCn1nnnc1SCC(=O)N1c2ccccc2CCc2ccccc21
16: CCOP(=O)(OCC)/C(C#N)=C/c1ccc([N+](=O)[O-])cc1
Assay by compound	9	10	11	12	13	14	15	16
Platelet DG rel	-2	6	-1	-5	-1	-9	2	-1
GSK3A inh	0	0	-2	0	-1	4	0	-4
IEC-6 cytotox	-4	2	1	2	-2	-2	-5	-2
HSF1 activator	-8	-1	17	-12	45	-3	-4	28
Dyrk1A ADPGlo	13	1	8	0	2	4	-8	2
KLF5 inhibitor	-39	-30	-28	-7	-25	18	-11	-24
HSP90 inh	-1	0	3	6	-5	1	-2	7
aSyn 5UTR inh	12	-32	9	-55	5	6	4	7
GSK3B inh	-11	-3	-2	4	-2	-4	1	1
HSF1 inh	-14	0	7	-3	14	-1	-2	6

17: COCCN(C(=S)Nc1c(C)cc(C)cc1C)C(C)c1cccnc1 (stereo unspecified)
18: COc1ccc2oc(=O)c(C(=O)N3CCCC3)cc2c1
19: Cc1ccccc1OCC(O)Cn1c(=N)n(CCN2CCOCC2)c2ccccc21 (stereo unspecified)
20: CN(c1ccccc1)S(=O)(=O)c1ccc(C(=O)NCCc2ccccc2)cc1
21: COc1ccccc1N1CCN(C2CCCN(Cc3c(F)cccc3F)C2)CC1 (stereo unspecified)
22: CCC1(C)Cc2ccccc2-c2nc(SC)[nH]c(=O)c21 (stereo unspecified)
23: COc1ccccc1/C=C(/C(=O)OCC(N)=O)c1ccccc1
24: COc1cccc(C2=NOC(C(=O)Nc3c(C)n(C)n(-c4ccccc4)c3=O)C2)c1 (stereo unspecified)
Assay by compound	17	18	19	20	21	22	23	24
Platelet DG rel	3	?	0&9	12	4	-4	0	-7
GSK3A inh	0	1	-1&1	-3	-1	1	1	0
IEC-6 cytotox	-1	0	-1&2	-8	-3	-6	3	3
HSF1 activator	-1	6	9&11	15	1	-4	6	-12
Dyrk1A ADPGlo	-9	6	7&0	-4	-5	-6	6	0
KLF5 inhibitor	-17	-12	-25&5	-36	-3	-23	-30	-12
HSP90 inh	1	3	0&0	-4	1	-2	2	-1
aSyn 5UTR inh	0	-5	11&-6	-36	-22	28	-7	7
GSK3B inh	3	3	0&3	1	3	-2	1	3
HSF1 inh	-8	5	-7&3	5	-1	4	3	-5

25: Cc1ccc(N2C(=O)c3ccc(C(=O)N4CCOCC4)cc3C2=O)cc1C
26: CCOc1ccc(OCCCCOc2ccccc2C(C)=O)cc1
27: CC(NC(=O)Cc1ccc(NC2=NC3CS(=O)(=O)CC3S2)cc1)c1ccccc1 (stereo unspecified)
28: CC(C)CC(=O)NC(=S)Nc1sc2c(c1C(N)=O)CCC2
29: Cc1cccc(C2(c3cccc(C)c3)OC(=O)c3ccccc32)c1
30: CCOC(=O)c1sc(N2C(=O)C(O)=C(C(=O)c3ccco3)C2c2ccco2)nc1C (stereo unspecified)
31: CCN(CC)C(=O)C1CCCN(C(=O)Nc2ccc3nsnc3c2)C1 (stereo unspecified)
32: Cc1cc(OCC(=O)NC2CCCCC2)ccc1Cl
Assay by compound	25	26	27	28	29	30	31	32
Platelet DG rel	2	-13	-5	5	0	12	3	-1
GSK3A inh	-4	1	-1	7	-1	-2	-2	-3
IEC-6 cytotox	-8	-1	1	4	-1	-8	-7	0
HSF1 activator	-5	11	-13	29	6	19	7	?
Dyrk1A ADPGlo	3	4	0	6	10	-8	9	-1
KLF5 inhibitor	-16	-16	0	1	-45	-15	-31	-33
HSP90 inh	7	0	2	-3	0	-2	2	4
aSyn 5UTR inh	-1	7	-3	-100	-17	5	18	-62
GSK3B inh	-2	-1	2	-5	0	-1	2	-1
HSF1 inh	-4	-4	-3	19	1	13	1	12

33: COc1cc(NC(=O)C2=C(C)OCCS2)c(Cl)cc1C(=O)NCCN1CCN(C)CC1
34: O=C(Nc1ccc(F)c([N+](=O)[O-])c1)c1ccc2c(c1)OCCO2
35: CCOc1ccc(CN2CCN(C3CCC3)CC2CCO)cc1 (stereo unspecified)
36: CC(=O)c1cnc2cc(-c3cccc(Br)c3)nn2c1C
37: Cc1c(N2C(=O)CS/C2=N\N=C\c2ccc(Br)cc2)c(=O)n(-c2ccccc2)n1C
38: COc1ccc(CCNC(=O)CSc2nnc3ccc(-c4cccnc4)nn23)cc1OC
39: CCOc1ccc(-c2nnc(-c3ccccc3)n2-c2ccccc2)cc1
40: Cc1[nH][nH]c(=O)c1C(c1ccc(O)c(Br)c1)c1c(C)[nH][nH]c1=O
Assay by compound	33	34	35	36	37	38	39	40
Platelet DG rel	0	13	-1	-10	-4	1	15	-3
GSK3A inh	-1	2	-5	-6	-3	4	-1	-3
IEC-6 cytotox	-2	5	-1	1	8	1	-9	-1
HSF1 activator	-12	1	0	42	-5	-7	20	11
Dyrk1A ADPGlo	0	-1	2	7	5	1	2	5
KLF5 inhibitor	-25	-16	-8	9	-16	13	0	-6
HSP90 inh	-7	-2	3	2	-2	0	-3	-3
aSyn 5UTR inh	-14	-138	15	-213	5	3	-22	6
GSK3B inh	3	5	1	0	3	3	-3	3
HSF1 inh	-3	9	-7	33	3	1	10	5

41: COc1cccc(C(=O)n2c(SC)nc3cc4c(cc32)OCCO4)c1
42: NC1=NC(=O)/C(=C/c2cccs2)S1
43: CC(C(=O)Nc1ccccc1)N1C(=O)c2ccccc2C1=O (stereo unspecified)
44: COc1cccc(C(C(=O)NC2CCCC2)N(C(=O)c2csnn2)C2CC2)c1 (stereo unspecified)
45: CCOC(=O)N1CCN(C(=S)NC2CCCC2)CC1
Assay by compound	41	42	43	44	45
Platelet DG rel	10	1	2	-3	-6
GSK3A inh	-2	2	-3	-3	-1
IEC-6 cytotox	0	4	-9	0	1
HSF1 activator	0	2	0	1	25
Dyrk1A ADPGlo	12	53*	-4	-1	2
KLF5 inhibitor	-31	12	-23	-2	4
HSP90 inh	1	0	-1	-5	-1
aSyn 5UTR inh	-9	-4	34	0	-20
GSK3B inh	·	1	-2	-1	0
HSF1 inh	13	0	3	4	21

Two entries drawn at random from the list so far:
44: COc1cccc(C(C(=O)NC2CCCC2)N(C(=O)c2csnn2)C2CC2)c1 (stereo unspecified)
42: NC1=NC(=O)/C(=C/c2cccs2)S1
Assay by compound	44	42
Platelet DG rel	-3	1
GSK3A inh	-3	2
IEC-6 cytotox	0	4
HSF1 activator	1	2
Dyrk1A ADPGlo	-1	53*
KLF5 inhibitor	-2	12
HSP90 inh	-5	0
aSyn 5UTR inh	0	-4
GSK3B inh	-1	1
HSF1 inh	4	0
